Source: PubChem BioAssay
Anthrax LF prot: Bacillus anthracis LF protease inhibitors, primary screen, biochemical, multiplex microsphere, MLPCN library. 360,000 tested, 0.12% active. Lethal factor (Bacillus anthracis), P15917. multiplex microsphere protease cleavage assay. inhibition, % at 10 µM; note: plate controls were buffer without enzyme for full effect and enzyme alone for no effect
GDH-TPI inh: GDH-TPI coupling enzyme inhibitors, primary screen, artefact control for M. tuberculosis FBA inhibitor project, biochemical, absorbance, full deck; AID 588335, 2011; inhibition, % at 4.8 µM; 360,000 tested, 1.2% active; GDH-TPI coupled enzyme counterscreen, NADH absorbance; in the data active = inhibition above about 30%;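 note: 0% = DMSO wells and 100% = wells lacking the enzyme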
BoNT F protease: BoNT/F light chain protease inhibitors, primary screen, biochemical, flow cytometry, MLPCN library | Botulinum neurotoxin type F light chain protease (Clostridium botulinum) | Multiplex microsphere protease cleavage assay | inhibition, % at 10 µM | 360,000 tested, 0.22% active; in the data active = inhibition above about 35%, passing the limit was not always enough; inconclusive = no clear call, values can overlap the other calls; note: plate controls were buffer without enzyme for full effect and enzyme alone for no effect
Mtb BioA inh: M. tuberculosis BioA enzyme inhibitors, primary screen, biochemical, plate reader, single point, HTS | 360,000 tested, 0.096% active | purified M. tuberculosis BioA enzyme | 7,8-diaminopelargonic acid synthase BioA (Mycobacterium tuberculosis) | AID 602481, 2012 | inhibition, % at 9.99 µM; in the data active = inhibition above about 40%; inconclusive = no clear call, values can overlap the other calls
FadD28 FP inh: inhibitors of FadD28 bisubstrate probe binding, primary screen, biochemical, fluorescence polarization, single point; Mycobacterium tuberculosis FadD28 fatty-acid-AMP ligase; 360,000 tested, 0.22% active; inhibition, % at 12.5 µM; in the data active = inhibition above about 8.5%, passing the limit was not always enough; inconclusive = no clear call, values can overlap the other calls
PfHsp40 yeast: rescue of yeast from PfHsp40 toxicity, primary screen, S. cerevisiae, ATP luminescence. S. cerevisiae expressing PfHsp40, growth rescue. growth rescue, % at 12.5 µM. 340,000 tested, 0.68% active. AID 504582, 2011; in the data active = growth rescue above about 28%, passing the limit was not always enough; inconclusive = no clear call, values can overlap the other calls;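 note: yeast W303a lacking pdr1 and pdr3 grown in galactose medium; growth measured after three days at 30 °C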
Mtb FBA inh: Mtb FBA enzyme inhibitors, primary screen, biochemical, fluorescence, strain H37Rv; purified M. tuberculosis FBA, fluorescence read-out; 360,000 tested, 2.3% active; inhibition, % at 1 µM; Fructose-bisphosphate aldolase (Mycobacterium tuberculosis (strain ATCC 25618 / H37Rv)), …; AID 588726, 2011; in the data active = inhibition above about 27%;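 note: 0% = vehicle and 100% = reference inhibitor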
Target sequence (P9WQA3 whole entry, looked up): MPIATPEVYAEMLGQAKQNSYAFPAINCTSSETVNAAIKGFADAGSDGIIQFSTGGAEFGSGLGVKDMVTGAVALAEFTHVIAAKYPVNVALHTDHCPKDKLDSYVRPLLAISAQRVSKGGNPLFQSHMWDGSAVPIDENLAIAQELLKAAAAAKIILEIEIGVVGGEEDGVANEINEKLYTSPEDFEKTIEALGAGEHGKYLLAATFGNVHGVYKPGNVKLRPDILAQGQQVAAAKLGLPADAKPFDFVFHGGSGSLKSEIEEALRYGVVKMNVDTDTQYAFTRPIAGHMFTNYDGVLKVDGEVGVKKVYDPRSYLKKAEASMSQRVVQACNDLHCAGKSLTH
BoNT-A LC inh2: BoNT/A light chain protease inhibitors, primary screen, biochemical, flow cytometry, MLPCN library. 360,000 tested, 0.17% active. AID 588499, 2011. inhibition, % at 10 µM. Botulinum neurotoxin type A light chain protease (Clostridium botulinum A str. ATCC 3502). multiplex microsphere protease substrate cleavage; note: plate controls were buffer without enzyme for full effect and enzyme alone for no effect
Mtb UGM inh: M. tuberculosis UGM enzyme inhibitors, primary screen, biochemical, fluorescence polarization, single point. 320,000 tested, 0.06% active. UDP-galactopyranose mutase (Mycobacterium tuberculosis (strain ATCC 25618 / H37Rv)), …. inhibition, % at 10 µM. purified UGM, fluorescence polarization probe displacement; in the data active = inhibition above about 10%, passing the limit was not always enough; inconclusive = no clear call, values can overlap the other calls
Target sequence (P9WIQ1 whole entry, looked up): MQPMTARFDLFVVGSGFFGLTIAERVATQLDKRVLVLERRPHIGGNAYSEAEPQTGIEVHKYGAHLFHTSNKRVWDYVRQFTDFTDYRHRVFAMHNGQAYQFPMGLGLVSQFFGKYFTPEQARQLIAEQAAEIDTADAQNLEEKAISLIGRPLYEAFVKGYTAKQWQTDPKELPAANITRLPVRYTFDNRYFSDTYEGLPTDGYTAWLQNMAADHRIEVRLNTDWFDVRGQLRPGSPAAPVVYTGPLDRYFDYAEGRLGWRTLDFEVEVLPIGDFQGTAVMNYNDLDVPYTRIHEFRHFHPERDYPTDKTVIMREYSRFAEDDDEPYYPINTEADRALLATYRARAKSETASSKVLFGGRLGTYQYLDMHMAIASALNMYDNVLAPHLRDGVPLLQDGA
* marks the source's active call; other numbers are inactive results; ? = inconclusive; . = no result given. Cut-off read from the data, not from the text of the source, unless noted: active = inhibition above about 30%; inconclusive = no clear call, values can overlap the other calls; inactive = below that.

1. CN1CCC(N(C)C(=S)NC(=O)C23CC4CC(CC(C4)C2)C3)CC1
2. COc1ccc(C(=O)c2sc(Nc3ccccc3F)nc2N)cc1
3. Cc1cc(C(=O)N2CCCC2)n[nH]1
4. O=S(=O)(Nc1cc(S(=O)(=O)N2CCCC2)ccc1O)c1ccc(Cl)s1
5. CC1(C(=O)NS(=O)(=O)c2ccccc2)CCN1C(=O)Cc1ccccc1 (configuration not stated)
6. CCOC(=O)c1sc(NC(=O)CSc2ncccn2)c(C#N)c1C
7. CN(C(=O)C1CCCO1)c1nnc(-c2ccncc2)s1 (configuration not stated)
8. CN(C)S(=O)(=O)c1cc(C(=O)Nc2ccn(C)n2)c(Cl)cc1Cl
9. Nc1nc(CSc2nnnn2-c2ccccc2)nc(Nc2ccccc2)n1
10. COCCNc1nc2nonc2nc1NC(C)c1ccccc1Cl (configuration not stated)
Compound,1,2,3,4,5,6,7,8,9,10
Anthrax LF prot,0,-9,6,-2,-5,0,0,-19,-8,-3
GDH-TPI inh,13,12,7,-2,11,18,4,3,13,18
BoNT F protease,1,-12,7,0,-5,-10,8,-6,0,-1
Mtb BioA inh,-2.7,-3.0,-2.2,-0.6,-2.1,.,-2.2,0.5,-4.1,.
FadD28 FP inh,-1.9,4.3,-1.2,1.7,-1.7,-6.7,-0.9,-0.9,-0.4,-2.1
PfHsp40 yeast,1.8,3.9,0.3,-0.8,.,-1.2,-0.8,-0.9,.,0.6
Mtb FBA inh,0,-2,1,2,4,3,63*,1,2,-4
BoNT-A LC inh2,0.0,-4.2,4.3,-0.6,-0.1,-2.0,0.3,-4.2,-0.2,0.1
Mtb UGM inh,-1.4,0.9,.,.,.,.,-1.0,3.2,.,4.8

11. COC(=O)c1cc(NC(=O)c2ccc(-c3ccccc3)cc2)ccc1Cl
12. COc1ccc2[nH]c3c(c2c1)CCn1c-3nc2ccccc2c1=O
13. CSc1cccc(NC(=O)CCS(=O)(=O)c2cccc3nonc23)c1
14. COc1ccc(OC)c(NC(=O)CSc2nnc(C3CCCCC3)o2)c1
15. Cc1nnc(NC(=O)c2ccc3ccccc3c2)s1
16. CC1(c2ccccc2Cl)NC(=O)N(CC(=O)Nc2ccccc2OC(F)F)C1=O (configuration not stated)
17. CCc1ccc(O)c(-c2cc(C(=O)Nc3cccnc3)[nH]n2)c1
18. Cc1cc(O)c(C(C)C)cc1C1(c2cc(C(C)C)c(O)cc2C)OC(=O)c2ccccc21
19. COc1cccc(/C(O)=C/c2nc3ccc(C(=O)NCCc4cccc(C)c4)cc3[nH]c2=O)c1
20. COc1ccc2[nH]c3c(c2c1)CCN1C(=O)C(CC(=O)NCCc2ccccn2)C[C@H](C(=O)N2CCCCC2)[C@@]31C (some centres not stated)
Compound,11,12,13,14,15,16,17,18,19,20
Anthrax LF prot,-9,3,-2,0,-2,6,2,-11,5,-5
GDH-TPI inh,5,59*,-6,4,4,9,14,9,13,2
BoNT F protease,-3,22,4,-3,8,0,-5,?,4,-3
Mtb BioA inh,-0.9,0.0,0.9,.,-1.5,-2.7,4.8,2.1,-2.0,-0.5
FadD28 FP inh,-0.6,-3.0,-2.1,0.0,-0.7,-1.2,-2.4,-4.2,-2.6,-3.8
PfHsp40 yeast,-0.1,0.1,-0.7,0.3,-0.5,-1.0,-0.2,0.4,-0.9,0.1
Mtb FBA inh,0,16,2,1,2,-1,6,-3,11,1
BoNT-A LC inh2,0.0,1.0,-0.4,-0.5,-0.6,0.1,0.1,-1.4,9.3,-0.1
Mtb UGM inh,-1.5,1.3,0.8,4.0,1.3,3.8,0.0,3.7,1.3,.

13 of the compounds above, with two lines to a compound:
Second line of a record: Anthrax LF prot, GDH-TPI inh, BoNT F protease, Mtb BioA inh, FadD28 FP inh, PfHsp40 yeast, Mtb FBA inh, BoNT-A LC inh2, Mtb UGM inh
(5) CC1(C(=O)NS(=O)(=O)c2ccccc2)CCN1C(=O)Cc1ccccc1 (configuration not stated)
    -5, 11, -5, -2.1, -1.7, ., 4, -0.1, .
(6) CCOC(=O)c1sc(NC(=O)CSc2ncccn2)c(C#N)c1C
    0, 18, -10, ., -6.7, -1.2, 3, -2.0, .
(7) CN(C(=O)C1CCCO1)c1nnc(-c2ccncc2)s1 (configuration not stated)
    0, 4, 8, -2.2, -0.9, -0.8, 63*, 0.3, -1.0
(8) CN(C)S(=O)(=O)c1cc(C(=O)Nc2ccn(C)n2)c(Cl)cc1Cl
    -19, 3, -6, 0.5, -0.9, -0.9, 1, -4.2, 3.2
(9) Nc1nc(CSc2nnnn2-c2ccccc2)nc(Nc2ccccc2)n1
    -8, 13, 0, -4.1, -0.4, ., 2, -0.2, .
(10) COCCNc1nc2nonc2nc1NC(C)c1ccccc1Cl (configuration not stated)
    -3, 18, -1, ., -2.1, 0.6, -4, 0.1, 4.8
(11) COC(=O)c1cc(NC(=O)c2ccc(-c3ccccc3)cc2)ccc1Cl
    -9, 5, -3, -0.9, -0.6, -0.1, 0, 0.0, -1.5
(12) COc1ccc2[nH]c3c(c2c1)CCn1c-3nc2ccccc2c1=O
    3, 59*, 22, 0.0, -3.0, 0.1, 16, 1.0, 1.3
(13) CSc1cccc(NC(=O)CCS(=O)(=O)c2cccc3nonc23)c1
    -2, -6, 4, 0.9, -2.1, -0.7, 2, -0.4, 0.8
(14) COc1ccc(OC)c(NC(=O)CSc2nnc(C3CCCCC3)o2)c1
    0, 4, -3, ., 0.0, 0.3, 1, -0.5, 4.0
(15) Cc1nnc(NC(=O)c2ccc3ccccc3c2)s1
    -2, 4, 8, -1.5, -0.7, -0.5, 2, -0.6, 1.3
(16) CC1(c2ccccc2Cl)NC(=O)N(CC(=O)Nc2ccccc2OC(F)F)C1=O (configuration not stated)
    6, 9, 0, -2.7, -1.2, -1.0, -1, 0.1, 3.8
(17) CCc1ccc(O)c(-c2cc(C(=O)Nc3cccnc3)[nH]n2)c1
    2, 14, -5, 4.8, -2.4, -0.2, 6, 0.1, 0.0

Later entries
21. Cc1noc(C)c1COc1ccc(C(=O)N2CCN(S(=O)(=O)c3ccccc3)CC2)cc1
22. [O-][n+]1onc2c1CCc1c-2nn(-c2ccccc2Cl)[n+]1[O-]
23. O=C(Cc1cccs1)Nc1ccc(-c2nnc(-c3ccccc3)o2)cc1
24. CCC(=O)Nc1nc2ccccc2n1CCN(CC)CC
25. Cc1occc1C(=O)NCc1ccco1
26. CC1CC(C)CN(C(=O)Nc2ccccc2F)C1 (configuration not stated)
27. O=C(Nc1ccc(O)cc1)c1ccc(NC(=O)c2ccco2)cc1
28. O=C(c1ccco1)N1CCN(Cc2cccc([N+](=O)[O-])c2)CC1
Compound,21,22,23,24,25,26,27,28
Anthrax LF prot,-2,-4,.,0,0,3,-3,-1
GDH-TPI inh,-4,-4,10,13,-6,-5,7,3
BoNT F protease,2,-12,.,-6,-8,3,2,-4
Mtb BioA inh,-1.5,.,-0.8,0.2,.,.,-4.5,.
FadD28 FP inh,-2.7,0.1,-0.3,0.4,-3.5,-3.1,-0.6,0.9
PfHsp40 yeast,-0.8,-0.1,-0.3,-0.1,-0.5,-1.4,1.0,0.2
Mtb FBA inh,-3,-3,2,0,-1,-2,1,3
BoNT-A LC inh2,1.8,-0.3,.,-0.6,0.3,-0.1,0.2,0.8
Mtb UGM inh,-3.1,1.3,-1.2,4.7,4.6,-0.4,-0.1,-2.2
